A-T KAP1 phos: potential ataxia-telangiectasia treatments restoring KAP-1 phosphorylation; […] A-T fibroblasts, KAP-1 phosphorylation AlphaLISA; neocarzinostatin DNA damage 30 min before lysis; Potency, µM (top dose mostly 57.5 µM), for inactives: at the top dose activation, usual class: activators; actives 0.19% (n = 320,000); further: potency means the concentration at half of the fitted maximal effect; % of control where 0% means no effect; nearly all actives have a fitted effect of over 45% in size
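ATM-like activity read as KAP-1 phosphorylation via AlphaLISA donor/acceptor antibody pairs after lysis and 6 hr at 25C. Cells were ATM-null patient fibroblasts ([…], hTERT), dosed 60 min, then exposed to the DSB inducer NCS for 30 min.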
TCR act: activates T cell receptor signaling; primary human leukocytes, anti-CD3, IL-2 HTRF, 48 h; Potency, µM (top dose mostly 9.22 µM), without a hit: at the top dose activation of IL-2 secretion, usual class: activators; 330,000 tested, under 10 active; further: % of control where 0% means no effect
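Primary human leukocytes were stimulated with a-CD3 beads plus compounds for 48 hr without co-stimulation; secreted IL-2 was quantified by HTRF using a-IL-2-K (europium cryptate) and a-IL-2-d2, excited at 320nm with acceptor emission read at 665nm.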
TSHR antag: human thyrotropin receptor antagonism | TSHR-expressing cells, TSH-stimulated cAMP HTRF, 2 h; stronger effect = lower value | actives 0.2% (n = 330,000) | P16473 | activity change, negative = inhibition, % at 11.5 µM;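 active means activity change below a set negative limit, meaning inhibition stronger than a set level, cut at about -70% in these data; inconclusive means activity change between two set negative limits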; further: on the % scale 0 is the no-effect control and ±100 the full control effect
Target sequence (P16473 whole entry, looked up): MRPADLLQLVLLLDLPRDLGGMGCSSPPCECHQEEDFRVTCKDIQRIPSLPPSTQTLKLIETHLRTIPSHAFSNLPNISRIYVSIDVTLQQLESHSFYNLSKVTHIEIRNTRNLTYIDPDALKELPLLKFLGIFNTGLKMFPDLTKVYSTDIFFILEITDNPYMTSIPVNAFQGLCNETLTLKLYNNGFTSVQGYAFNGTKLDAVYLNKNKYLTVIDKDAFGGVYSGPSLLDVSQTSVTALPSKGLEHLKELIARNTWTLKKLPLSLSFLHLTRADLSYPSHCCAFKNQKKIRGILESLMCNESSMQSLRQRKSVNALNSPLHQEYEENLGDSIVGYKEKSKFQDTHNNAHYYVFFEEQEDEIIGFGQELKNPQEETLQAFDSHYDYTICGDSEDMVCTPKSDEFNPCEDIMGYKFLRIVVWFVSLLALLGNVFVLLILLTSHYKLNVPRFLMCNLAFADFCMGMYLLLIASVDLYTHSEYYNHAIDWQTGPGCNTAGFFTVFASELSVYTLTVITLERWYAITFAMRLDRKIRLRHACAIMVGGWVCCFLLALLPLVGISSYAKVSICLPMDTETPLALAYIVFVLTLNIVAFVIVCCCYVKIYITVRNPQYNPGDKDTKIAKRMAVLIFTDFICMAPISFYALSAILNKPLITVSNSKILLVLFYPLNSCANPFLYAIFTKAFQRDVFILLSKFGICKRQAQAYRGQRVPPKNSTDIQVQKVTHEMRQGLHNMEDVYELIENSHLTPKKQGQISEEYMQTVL
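TSHR-expressing cells were treated with compounds, then stimulated with TSH at EC80 (4nM final) for 2 hours at 37 deg C. Cellular cAMP was measured by HTRF competition between lysate cAMP and cAMP-d2 for a cryptate-labelled anti-cAMP antibody.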
a7 integrin act: activators of alpha7 integrin expression for muscular dystrophy; alpha7betagal myoblasts, beta-gal FDG fluorescence, 48 h; Potency, µM (titrated, usually from 38.3 µM), for the others: at the highest dose activation, usual class: activators; actives 0.064% (n = 350,000);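 further: potency means the concentration at half of the fitted maximal effect; 100% = response of the positive control SU9516; nearly all actives have a fitted effect of over 60% in size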
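Alpha7betagal+/- myoblasts (passage 13) were plated 16-24 hr, then exposed to compounds (1:260 dilution of DMSO stock) for 48 hours at 37C. After MPER lysis, β-galactosidase reporter activity was read as FDG fluorescence (ex 480/em 540) after 30 minutes.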
Mito fusion act: blocks mitochondrial division or promotes mitochondrial fusion; S. cerevisiae fusion-defective mutant growth rescue, CellTiterGlo 48 h; Potency, µM (top dose mostly 46.1 µM), for inactives: at the top dose growth rescue (activation), actives largely listed as activators; actives 0.23% (n = 320,000); AID 485298;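 further: potency means the concentration at half of the fitted maximal effect; % of control where 0% means no effect; nearly all actives have a fitted effect of over 45% in size; temperature-sensitive fusion mutants such as fzo1-1 at 37 °C on non-fermentable ethanol glycerol medium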
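Compounds are tested for their ability to restore growth of mitochondrial fusion-defective yeast strains at non-permissive 37C in YPEG medium over 48 hours. Viability is quantified by luciferase luminescence.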
Menin-MLL TR inh: menin-MLL binding inhibition, Texas Red mutant peptide | O00255 | Menin + Texas Red MLL mutant peptide, fluorescence polarization | Potency, µM (highest dose often 61.6 µM), inactives show top-dose FP activity change, negative = inhibition, actives largely listed as inhibitors | actives 0.23% (n = 270,000); active means well fitted inhibition curve with a large enough effect in the polarisation, with a control signal flat, not every such curve was filed as active; inconclusive means small, poorly fitted or top-dose-only effect, or effect the other way, or a change in a side signal; inactive means no such curve, though single readings can be large or run the other way; the % refers to the polarisation; further: potency means the concentration at half of the fitted maximal effect; % of control where 0% means no effect; many of its hits are not listed in these tables
MLL CXXC-DNA inh: MLL CXXC-DNA interaction inhibition; Potency, µM (doses to about 115 µM), inactives show at the top dose activity change, negative = inhibition, actives largely listed as inhibitors; actives 0.037% (n = 290,000); AID 2662; Q03164; MLL-CXXC / FITC-HOXA9 DNA fluorescence polarization; active means well fitted inhibition curve with a large enough effect in the polarisation, with a control signal flat, not every such curve was filed as active; inconclusive means small, poorly fitted or top-dose-only effect, or effect the other way, or a change in a side signal; inactive means no such curve, though single readings can be large or run the other way; the % refers to the polarisation; further: potency means the concentration at half of the fitted maximal effect
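Fluorescence polarization: 7 uM MLL-CXXC (stock) preincubated 5 min with compounds, then 50 nM fluorescein-HOX-A9 DNA (stock) added; 30 min ambient. Buffer 50 mM Tris-HCl pH 7.5, 50 mM NaCl, 1 mM DTT, 0.05% BSA.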
S-ASM inh: blocks human secretory acid sphingomyelinase. P17405. placental ASM, HMU-PC fluorogenic substrate, 60 min. Potency, µM (highest dose often 57.5 µM), for the others: at the top dose activity change, negative = inhibition, usual class: inhibitors. actives 0.006% (n = 340,000); further: potency means the concentration at half of the fitted maximal effect
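Fluorogenic HMU-PC substrate (9 uM final) is turned over by placental ASM in 60 min at 37 C after a 10 min compound preincubation. Reaction ended by alkaline stop (pH 10), with fluorescence read at 386/447 nm.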
PTAP TSG101 blk: blocks PTAP/TSG101 interaction to inhibit HIV-1 budding; Potency, µM (top dose mostly 115 µM), for inactives: at the highest dose activity change, negative = inhibition, actives largely listed as inhibitors; AID 493005; 340,000 tested, under 10 active; Fluorescence polarization, FITC-PTAP peptide / Tsg101 binding; Q99816; active means well fitted inhibition curve with a large enough effect in the main read-out, with a control signal flat, not every such curve was filed as active; inconclusive means small, poorly fitted or top-dose-only effect, or effect the other way, or a change in a side signal; inactive means no such curve, though single readings can be large or run the other way; further: potency means the concentration at half of the fitted maximal effect; % of control where 0% means no effect
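Tsg101 binding domain (10 uM final) was mixed with compound and a FITC-labeled PTAP peptide (50 nM final) in HEPES pH 7.5 buffer with NaCl, Tween 20, EDTA and TCEP; fluorescence polarization was read after 20 min at r.t.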
MBNL1 CUG block: inhibitors of human MBNL1 binding to CUG repeat RNA. TR-FRET MBNL1-His/biotin-(CUG)12 binding, 665/545 ratio. Potency, µM (titrated, usually from 57.5 µM), for inactives: at the highest dose activity change, negative = inhibition, hits mostly inhibitors. actives 0.036% (n = 280,000). AID 2675. Q9NR56; active means well fitted inhibition curve with a large enough effect in the signal ratio, with a control signal flat, not every such curve was filed as active; inconclusive means small, poorly fitted or top-dose-only effect, or effect the other way, or a change in a side signal; inactive means no such curve, though single readings can be large or run the other way; the % refers to the signal ratio; further: potency means the concentration at half of the fitted maximal effect; on the % scale 0 is the no-effect control and ±100 the full control effect
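Compounds (final 92 nM to 58 uM) are added to His-tagged MBNL1 and biotin-(CUG)12, then terbium anti-His antibody and streptavidin-XL665 (5 nM final). After 60 min at room temperature, the 665/545 nm ratio is read.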
Starred values were filed as active, the others as inactive; ? = inconclusive; . = not tested or not shown; [ ] = remark or other dose. Unless noted, the call rests on the fitted dose curve; in most records, active means well fitted curve in the direction sought with a large enough effect; inconclusive means small, poorly fitted or top-dose-only effect, or another doubt; inactive means no such curve, though single readings can be large; an effect the other way counts as inactive or inconclusive. Only part of the results is shown; the hit share may differ from the screen's.

SMILES	A-T KAP1 phos	TCR act	TSHR antag	a7 integrin act	Mito fusion act	Menin-MLL TR inh	MLL CXXC-DNA inh	S-ASM inh	PTAP TSG101 blk	MBNL1 CUG block
O=C(OCc1nc2ccccc2s1)c1ccc(Br)s1	4.4%	1.0%	-14.6	-7.5%	?	-8.1%	-1.0%	-8.6%	-5.9%	-12.8%
O=C1NC(=S)N(C(=O)c2ccc(F)cc2)/C1=C/c1ccccc1	-5.8%	1.4%[46.1 µM]	?	-18.4%	12.1%	5.4%	?	9.4%	10.2%	1.8%
CC1(C(=O)N/N=C/c2ccccc2)CC1(Br)Br (stereo not drawn)	-0.6%	-13.0%	-3.9	0.0%	0.7%	10.4%	4.4%	1.3%	-3.9%	4.8%
CCOC(=O)c1csc(COc2ccc(OC)cc2)n1	19.3%	-2.7%	4.8	1.0%	-6.2%	.	-11.6%	-1.3%	-0.2%	2.0%
COc1ccc(NC(=O)c2oc3ccccc3c2NC(=O)C2CC2)cc1OC	-7.9%	-8.9%	16.3	13.3%	-2.6%	?	3.5%	-3.2%	-0.1%	19.2%
CCOC(=O)C1CN(S(=O)(=O)c2ccccc2)C1	1.8%	.	1.3	-7.1%	0.9%	-7.8%	0.8%	3.4%	-6.3%	-1.0%
Oc1c(CN2CCCC(C(F)(F)F)C2)cc(Cl)c2ccccc12 (stereo not drawn)	15.6%	-2.9%	-1.7	38.6%	-6.5%	?	46.2%[activator]	16.6%	6.4%	8.1%
COc1ccc(C)cc1S(=O)(=O)N1CCN(Cc2ccccc2)CC1	-1.9%	2.9%	-1.5	2.8%	-5.5%	-0.8%	-5.9%	7.1%	-0.8%	?
C/C(=N\NC(=O)c1cccc2ccccc12)c1cccs1	4.5%	-2.4%	2.5	27.7%	-2.0%	?	?	-1.7%	-4.0%	3.1%
Cc1ccc(N(CC(=O)NCc2ccccc2)C(=O)CCC(=O)Nc2ccccn2)cc1	2.3%	-3.3%	0.2	-11.8%	1.9%	-23.4%	-6.4%	4.6%	-4.1%	1.1%

Single records, as listed above. Values in the order: A-T KAP1 phos, TCR act, TSHR antag, a7 integrin act, Mito fusion act, Menin-MLL TR inh, MLL CXXC-DNA inh, S-ASM inh, PTAP TSG101 blk, MBNL1 CUG block
CCOC(=O)c1csc(COc2ccc(OC)cc2)n1 as listed: 19.3%, -2.7%, 4.8, 1.0%, -6.2%, ., -11.6%, -1.3%, -0.2%, 2.0%
CCOC(=O)C1CN(S(=O)(=O)c2ccccc2)C1 as listed: 1.8%, ., 1.3, -7.1%, 0.9%, -7.8%, 0.8%, 3.4%, -6.3%, -1.0%

Carrying on:
SMILES	A-T KAP1 phos	TCR act	TSHR antag	a7 integrin act	Mito fusion act	Menin-MLL TR inh	MLL CXXC-DNA inh	S-ASM inh	PTAP TSG101 blk	MBNL1 CUG block
Cn1nnc2cc(C(=O)Nc3ccccc3)ccc21	2.7%	-0.7%	-3.1	0.7%	-0.2%	?	-4.9%	1.3%	2.0%	-4.4%
CCOCCn1c(=O)c2c(nc3n2CCCN3CCc2ccccc2)n(C)c1=O	-1.2%	-0.2%	12.5	16.2%	4.5%	.	9.0%	5.0%	-4.9%	-4.8%
CCOc1cc(/C=N/Nc2nc3ccccc3[nH]2)cc(Br)c1OCC(=O)N(C)C	-0.9%	13.0%	-22.7	-18.5%	2.5%	?	-4.1%	17.3%	-2.4%	1.1%
CCOCCCNCc1c(Cl)cccc1Cl	2.1%	1.8%[46.1 µM]	4.9	?	-3.0%	-22.0%	-8.5%	3.2%	-2.4%	1.0%
CCOC(=O)c1c(NC(=O)C(=O)N/N=C/c2ccc(OCC)cc2)sc2c1CCCCC2	-4.5%	-3.8%[46.1 µM]	-4.3	5.0%	-1.3%	15.4%	-1.6%	1.2%	-5.1%	-4.8%
Cc1cc(O)c(-c2cc(C(=O)NCc3ccc4c(c3)OCO4)[nH]n2)cc1C	.	-3.7%	23.3	-0.4%	-2.3%	-9.5%	-13.5%	1.9%	-7.8%	?
CCOc1ccc2nc(NCCCNS(=O)(=O)c3ccc(F)cc3)c(C#N)cc2c1	.	-1.6%	.	?	.	.	.	371.9%[activator]	-3.9%	.
Cc1ccc(NC(=O)CN2C(=O)CCSc3ccc(S(=O)(=O)N4CCCC4)cc32)cc1	1.7%	-4.6%	-1.9	-18.7%	-2.2%	?	-8.9%	0.0%	0.1%	-5.8%
COc1ccc(Cc2nnc(NN)[nH]c2=O)cc1OC	-12.3%	-6.9%	-8.0	9.1%	-0.1%	-9.9%	?	-0.1%	-2.3%	1.8%
O=C(c1ccccc1)c1ccc(OC(=O)N2CCCC2)cc1	1.2%	5.0%[46.1 µM]	-11.3	-19.1%	11.5%	?	0.7%	1.0%	-7.2%	-0.9%
CCc1c(C)sc(NC(=O)/C=C/C(=O)O)c1C(N)=O	-5.0%	7.1%	-0.6	-15.3%	6.0%	-2.8%	15.7%	0.0%	1.5%	0.7%
COc1ccc(S(=O)(=O)Nc2ccc3c(c2)COC3=O)cc1OC	-2.5%	2.4%	13.2	7.7%	0.6%	-2.6%	-1.6%	-0.5%	-10.7%	4.4%
COC(=O)c1ccncc1N	1.5%	-11.1%	17.5	22.7%	-9.0%	0.7%	0.8%	216.9%[activator]	-1.1%	2.8%
CCN1CCN(C(=O)CN(c2cc(OC)ccc2OC)S(C)(=O)=O)CC1	.	-1.5%	40.1	-19.6%	-5.2%	1.2%	12.2%	0.5%	-5.1%	1.9%
O=C(Nc1ccc(F)cc1)/C(Cl)=C/c1ccccc1	-5.7%	-1.7%	-13.0	24.5%	-0.8%	-19.6%	-10.0%	13.3%	0.0%	5.3%
Cc1ccc(CNC(=O)C2CCCN(c3cnccn3)C2)cc1 (stereo not drawn)	-3.6%	0.2%	-11.6	?	9.3%	-1.5%	-2.0%	22.8%	-0.8%	-3.0%
CCc1ccc(Nc2nnc(SCC(=O)NC(=O)c3cccn3C)s2)cc1	5.7%	-0.1%	-0.4	-42.2%	-1.8%	?	-1.9%	0.2%	-4.8%	-1.4%
O=C(c1ccc(Cl)c(S(=O)(=O)N2CCCCCC2)c1)N1CCCCC1	-11.9%	6.8%	13.6	-0.6%	4.0%	.	7.1%	-1.6%	-5.8%	0.1%
O=C(COC(=O)c1ccc[n+]([O-])c1)Nc1ccc([N+](=O)[O-])cc1Cl	-6.0%	-0.5%	1.8	-19.5%	.	.	.	-0.6%	1.3%	.
Cc1ccc(/C=C/C(=O)N2CCN(S(=O)(=O)c3ccc(C)c(C)c3)CC2)o1	-7.1%	-2.6%[46.1 µM]	4.1	-31.3%[inhibitor]	7.7%	7.3%	-1.0%	-5.2%	0.3%	.
CSc1ccccc1NC(=O)CN(C)C(=O)Cn1c(=O)oc2ccccc21	5.8%	-6.7%	-1.9	-8.6%	-8.9%	.	.	0.4%	-0.9%	.
CCOC(=O)[C@H]1[C@H]2COc3ccc(OC)cc3[C@@H]2N2C(=O)c3ccc(Cl)cc3NC(=O)[C@@]12C	7.0%	13.3%	-0.5	-10.4%	19.1%	.	.	-1.1%	2.6%	.
O=C(N/C=N/O)C(c1ccccc1)c1ncc(C(F)(F)F)cc1Cl (stereo not drawn)	12.3%	2.8%	30.2	12.4%	1.7%	-19.0%	-22.5%	-1.0%	-1.6%	-10.6%
CNC(=S)NNC(=O)COc1ccc(C)c(C)c1	4.8%	3.8%[46.1 µM]	-1.1	15.9%	2.0%	2.8%	5.0%	6.0%	1.6%	-5.7%
COc1ccc(S(=O)(=O)CCC(=O)N2CCN(c3cccc(Cl)c3)CC2)cc1	-0.1%	0.5%	-2.4	23.4%	1.2%	0.7%	3.4%	-2.2%	-7.0%	-4.0%
CCc1nc2ccc(C(=O)N3CCN(c4ccccc4F)CC3)cc2nc1CC	-4.4%	-1.0%	-3.1	16.7%	-0.7%	.	12.5%	-0.6%	-6.6%	-3.8%
Brc1ccc2ncnc(NCc3cccnc3)c2c1	-4.1%	-2.1%	8.7	-3.8%	-0.7%	.	-0.2%	-2.1%	0.3%	.

Source: PubChem (National Center for Advancing Translational Sciences (NCATS))
